# Screens: PubChem BioAssay, The Scripps Research Institute Molecular Screening Center
# CHRM1 PAM = human M1 muscarinic receptor positive allosteric modulators, primary screen, CHO-K1 cells, Fluo-8 calcium fluorescence, 1536-well; Muscarinic acetylcholine receptor M1 (Homo sapiens), P11229; CHO-K1 hM1, ACh EC20; 0% = ACh EC20, 100% = maximal ACh; activation, % at 3 µM; hit rate 0.088% among 360,000; AID 588819, 2011; in the data active = activation above about 19%, passing the limit was not always enough
# OXTR potentiator = human OXTR potentiators, primary screen, fluorescence, CHO-OTR cells, Fluo-8 calcium | Oxytocin receptor (Homo sapiens), P30559 | Fluo-8 calcium fluorescence, potentiator mode; 0% = oxytocin EC15, 100% = EC100 | activation, % at 3 µM | hit rate 0.061% among 320,000 | AID 2445, 2010;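 active = activation above that plate's cutoff, the mean activation of tested compounds plus 3 SD, cut at about 6.6% in these data, passing the limit was not always enough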;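 note: 100% uses oxytocin at 75 nM as the full agonist control; some results filed as inactive read as strong as hits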
#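 Material: human OTR in CHO cells. Compound: 3.0 µM, one dose. Timing: compound 6 min at room temperature before oxytocin, 100 s read. Evaluation: % activation of max/min ratio relative to oxytocin controls. Replication: single well per compound, singlicate. Signal: Fluo-8 calcium dye fluorescence.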
# CHRM1 antagonist = human M1 muscarinic receptor antagonists, primary screen, CHO-K1 cells, Fluo-8 calcium fluorescence, 1536-well | inhibition, % at 3 µM | CHO-K1 hM1, ACh EC80 antagonist | AID 588852, 2011 | hit rate 1.3% among 360,000;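 active = percent inhibition above its own plate's cutoff, namely the mean of that plate's compound wells plus 3 SD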;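 note: peak over basal fluorescence ratio during 140 s after agonist addition; 0% = ACh EC80 plus DMSO and 100% = DMSO alone without agonist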
# CHO parental Ca = ATP-evoked calcium signal inhibitors, parental CHO, primary screen, counter-screen for OX1R antagonist project, cell-based, fluorescence, Fluo-8 calcium dye | parental CHO-K1, ATP-induced calcium, Fluo-8 fluorescence | inhibition, % at 5.6 µM | hit rate 0.63% among 330,000 | AID 463079, 2010;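 active = inhibition above that plate's mean sample inhibition plus 3 SD, cut at about 26% in these data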;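 note: 0% = ATP-challenged DMSO wells and 100% = DMSO wells without ATP; some compounds past the cut are filed as inactive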
#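 Assay system – parental CHO cells · Reagent – ATP stimulus · Detection – intracellular calcium via Fluo-8 no-wash fluorescent dye · Evaluation – percent inhibition of ATP-evoked calcium rise, normalized to controls · Controls – ATP wells versus no-ATP DMSO wells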
# V1R ag counter = agonists of human V1a receptor, primary screen, counter-screen for OXTR agonist project, fluorescence, CHO-V1R cells; Vasopressin V1a receptor (Homo sapiens), P37288; Fluo-8 calcium fluorescence, agonist mode; 0% DMSO, 100% 3 nM vasopressin; activation, % at 3 µM; hit rate 0.25% among 320,000; AID 2797, 2010;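 active = activation above the mean activation of all tested compounds plus 3 SD, per screening run, cut at about 20% in these data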;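 note: signal is peak over basal fluorescence ratio across a 100 second FLIPR read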
# Target sequence (P37288 whole entry, looked up): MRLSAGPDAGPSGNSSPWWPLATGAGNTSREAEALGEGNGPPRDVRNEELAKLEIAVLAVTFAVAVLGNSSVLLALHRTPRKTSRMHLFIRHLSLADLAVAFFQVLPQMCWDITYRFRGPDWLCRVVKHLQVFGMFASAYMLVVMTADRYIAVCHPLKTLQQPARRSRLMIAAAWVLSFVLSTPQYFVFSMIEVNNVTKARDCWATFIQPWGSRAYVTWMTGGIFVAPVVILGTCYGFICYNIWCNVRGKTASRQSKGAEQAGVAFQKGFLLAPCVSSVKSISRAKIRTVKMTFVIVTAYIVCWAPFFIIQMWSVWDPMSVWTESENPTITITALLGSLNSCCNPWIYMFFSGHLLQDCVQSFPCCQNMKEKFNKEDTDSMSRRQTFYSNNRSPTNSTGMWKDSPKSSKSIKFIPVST
# CHRM1 agonist = human M1 muscarinic receptor agonists, primary screen, Fluo-8 calcium fluorescence, CHO-K1 cells, HTS; Muscarinic acetylcholine receptor M1 (Homo sapiens), P11229; CHO-K1 hM1, agonist mode; 0% DMSO, 100% acetylcholine EC100; activation, % at 3 µM; hit rate 0.33% among 360,000;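 active = activation above the run's mean compound activation plus 3 SD, cut at about 16% in these data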;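 note: peak over basal fluorescence ratio within a 140 s kinetic read after compound addition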
# OXTR agonist = human OXTR agonists, primary screen, fluorescence, CHO-OTR cells, Fluo-8 calcium. activation, % at 3 µM. hit rate 0.32% among 320,000. AID 2435, 2010. Fluo-8 calcium fluorescence; normalized: DMSO 0%, oxytocin 100%. Oxytocin receptor (Homo sapiens), P30559;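 active = activation above the mean of all tested compounds plus 3 SD, cutoff set per screening run, cut at about 20% in these data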;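 note: peak over basal fluorescence ratio from a 100 s FLIPR kinetic read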
# TAAR1 antagonist = human TAAR1 antagonists, primary screen, Fluo-8 calcium fluorescence, CHO RD-HGA16 cells; hit rate 1.5% among 360,000; Trace amine-associated receptor 1 (Homo sapiens), Q96RJ0; antagonist; inhibition, % at 3 µM; AID 624466, 2012;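 active = inhibition above a per-plate cutoff, the mean inhibition of test compounds on that plate plus 3 SD, cut at about 49% in these data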;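 note: 0% = DMSO plus EC80 beta-PEA response and 100% = DMSO alone without agonist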
# Target sequence (Q96RJ0 whole entry, looked up): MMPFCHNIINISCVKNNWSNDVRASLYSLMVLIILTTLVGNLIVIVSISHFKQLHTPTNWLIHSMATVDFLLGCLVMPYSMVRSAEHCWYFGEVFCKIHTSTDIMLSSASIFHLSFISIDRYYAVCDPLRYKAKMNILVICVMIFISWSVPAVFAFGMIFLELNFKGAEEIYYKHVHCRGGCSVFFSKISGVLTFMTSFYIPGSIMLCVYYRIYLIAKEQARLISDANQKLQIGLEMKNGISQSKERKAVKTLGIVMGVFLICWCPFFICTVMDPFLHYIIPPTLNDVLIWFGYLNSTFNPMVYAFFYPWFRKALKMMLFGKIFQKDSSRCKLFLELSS
#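 Assay system: CHO-derived RD-HGA16 cells stably expressing human TAAR1 plus Gα16. Timing: 140 s kinetic read after compound, 140 s after agonist. Technique: kinetic Fluo-8 calcium fluorescence measurement. Measure: % inhibition of agonist calcium response.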
# TAAR1 ag = human TAAR1 agonists, primary screen, Fluo-8 calcium fluorescence, CHO RD-HGA16 cells. Trace amine-associated receptor 1 (Homo sapiens), Q96RJ0. vehicle wells 0%, saturating PEA agonist 100%. hit rate 0.99% among 360,000. activation, % at 3 µM;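 active = activation above the mean activation of all test compounds in the run plus 3 SD, cut at about 38% in these data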
#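 System: CHO-derived RD-HGA16 cells with stable Gα16 and human TAAR1 / Times: 17-24 h plating, Fluo-8 75 min 37 °C, 30 min RT / Technique: calcium-sensitive Fluo-8 signal, excitation 470-495, emission 515-575 nm / Measure: % activation relative to PEA EC100 response / Benchmarks: DMSO and PEA EC100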
# * hit, by the source's call; . = no result given. This is a random part of the collection; overall some 3.7% were active at least once.
1: O=C(CCSCCC(=O)NCC1CCCO1)NCC1CCCO1 (configuration not stated)
2: CC(=O)c1ccc(OCC(O)CN2CCN(CCN3C(=O)c4cccc5cccc(c45)C3=O)CC2)cc1 (configuration not stated)
3: CCN(CC)CCN(C(=O)c1ccc(S(=O)(=O)N(C)C2CCCCC2)cc1)c1nc2c(C)cccc2s1
4: COc1ccccc1CN1CCSCC1
5: Cc1ccc(NC(=O)CCNS(=O)(=O)c2cccc3nonc23)cc1Cl
6: O=C(O)C1CC(=O)N(c2ccc(OCc3ccc(Br)cc3)cc2)C1 (configuration not stated)
7: CCN(CC)S(=O)(=O)c1ccc(C)c(NS(=O)(=O)c2cc(/C=C/C(=O)O)cc(OC)c2OC)c1
8: O=C(Cc1cccc2ccccc12)Nc1ccc(N2CCOCC2)cc1

assay / entry | 1 | 2 | 3 | 4 | 5 | 6 | 7 | 8
OXTR potentiator | -5.5 | -6.7 | -2.7 | 4.2 | -26.1 | -9.4 | -1.4 | -17.2
V1R ag counter | -0.5 | 1.2 | 0.1 | 0.8 | 0.9 | 0.5 | 1.6 | 0.7
OXTR agonist | 0.4 | 0.2 | 0.5 | 1.6 | 1.7 | 3.6 | 1.8 | -0.1
TAAR1 ag | 6.5 | 5.8 | 0.3 | 9.4 | 3.6 | 8.7 | 0.4 | 38.9*
CHRM1 PAM | 3.8 | -1.2 | -2.9 | 2.5 | -5.6 | 2.6 | 6.2 | 4.8
TAAR1 antagonist | 4.5 | 4.8 | -25.8 | -5.8 | 5.0 | -9.4 | -15.8 | 12.0
CHRM1 agonist | -2.3 | -11.3 | -4.2 | -14.2 | -5.1 | -3.7 | -3.5 | -4.6
CHRM1 antagonist | -0.6 | 0.1 | 10.1 | -2.8 | 4.1 | -5.8 | -4.0 | 3.9
CHO parental Ca | -6.8 | -17.5 | -20.4 | -1.9 | -15.3 | -4.8 | -5.6 | 5.2

9: CCCc1cc(=O)[nH]c(Nc2ccc(Cl)cc2)n1
10: O=C(OCC(=O)N1CCCC1)c1c(Cl)cccc1Cl
11: CC(C)C(=O)Nc1ccc(C(=O)NNC(=O)c2ccco2)cc1
12: CCOc1ccc(C(=O)O/N=C(\N)c2ccc([N+](=O)[O-])cc2)cc1OCC
13: O=c1cc(N2CCCCC2)c(-c2ccccc2)nn1Cc1ccc(Cl)cc1Cl
14: COC(=O)C1=C(C)OC(N)=C(C#N)C1c1cccnc1 (configuration not stated)
15: COc1ccc(NC(=O)c2nnn(CC(=O)Nc3ccc4c(c3)OCO4)c2N)c(OC)c1
16: O=C(O)C(=Cc1ccccc1[N+](=O)[O-])c1ccc2c(c1)OCO2

assay / entry | 9 | 10 | 11 | 12 | 13 | 14 | 15 | 16
OXTR potentiator | -8.5 | -9.6 | -7.1 | -7.5 | -7.6 | -9.1 | -6.7 | .
V1R ag counter | 3.2 | -0.7 | 0.4 | 0.6 | -1.1 | -1.2 | -1.1 | .
OXTR agonist | 1.9 | 0.3 | -0.6 | -0.1 | -0.1 | -0.9 | -1.9 | .
TAAR1 ag | 24.6 | 1.3 | 9.4 | 1.3 | 2.1 | 3.2 | -2.7 | 3.4
CHRM1 PAM | -0.7 | 7.0 | 2.1 | 5.1 | -5.0 | 7.7 | 4.8 | 1.9
TAAR1 antagonist | 23.8 | -3.6 | 5.4 | 3.9 | 9.0 | 1.7 | -11.8 | 0.4
CHRM1 agonist | -0.2 | -5.8 | -4.0 | -6.5 | -5.1 | -3.4 | -4.5 | -0.7
CHRM1 antagonist | 12.3 | -5.3 | -5.1 | -4.1 | -6.2 | -10.8 | -6.5 | -7.4
CHO parental Ca | 79.0* | 6.4 | 1.1 | -3.0 | -19.1 | -13.1 | -5.1 | .

# Structures listed so far that bear a hit mark in TAAR1 ag:
no. | SMILES | OXTR potentiator | TAAR1 ag | CHRM1 PAM | TAAR1 antagonist | CHRM1 agonist | CHRM1 antagonist
8 | O=C(Cc1cccc2ccccc12)Nc1ccc(N2CCOCC2)cc1 | -17.2 | 38.9* | 4.8 | 12.0 | -4.6 | 3.9

# Later entries:
17: O=C(NCCS(=O)(=O)N1CCN(c2ccc(F)cc2)CC1)c1ccc(Br)o1
18: O=C(CCc1nc2ccccc2c(=O)[nH]1)NNC(=O)COc1ccc(Br)cc1
19: COc1cc(NC(=O)CN2CCCCC2C)c(C)cc1[N+](=O)[O-] (configuration not stated)
20: O=C(CN(C(=O)CCC(=O)Nc1nccs1)c1ccc(F)cc1)NCc1ccco1
21: COc1ccc(CCNC(=O)c2ccc3c(c2)OCCO3)cc1
22: CCCNc1c(N)n(-c2ccccc2)c(=O)[nH]c1=O
23: CCOc1ccc(CCNC(=O)COC(=O)CNS(=O)(=O)c2ccc(C)cc2)cc1OCC
24: CC(C)c1ccc(NS(=O)(=O)c2cn(C)c(=O)n(C)c2=O)cc1
25: CCC(=O)N1CCN(c2cc(N3CCCC3)c(F)cc2[N+](=O)[O-])CC1

assay / entry | 17 | 18 | 19 | 20 | 21 | 22 | 23 | 24 | 25
OXTR potentiator | -0.2 | -2.0 | -4.0 | -9.1 | -15.7 | -9.9 | -6.5 | -1.4 | -18.8
V1R ag counter | 4.0 | 0.2 | -1.9 | 0.3 | 0.9 | 0.4 | -0.2 | 1.8 | -0.3
OXTR agonist | 1.7 | -1.1 | -2.9 | -0.3 | -0.8 | 0.8 | -2.1 | 0.8 | -1.5
TAAR1 ag | 2.1 | 1.2 | -1.3 | 3.1 | 3.1 | 5.3 | -0.7 | 1.2 | -0.9
CHRM1 PAM | -1.2 | 2.5 | -5.4 | 5.7 | 6.8 | 3.8 | 7.2 | -8.5 | 4.3
TAAR1 antagonist | -24.3 | -37.6 | -16.8 | -13.8 | 0.4 | 16.3 | -24.0 | -2.2 | -5.9
CHRM1 agonist | -0.6 | -4.3 | -13.3 | -2.1 | -3.1 | -2.9 | -2.3 | -3.7 | -2.7
CHRM1 antagonist | -7.3 | -5.0 | 2.5 | -35.0 | -4.5 | -5.2 | -9.3 | 15.7 | -8.6
CHO parental Ca | -16.6 | -10.6 | -12.8 | -11.9 | -12.3 | -14.0 | -16.4 | -6.7 | -13.8

# Ordered by length of the SMILES (descending): nine of the compounds above.
2: CC(=O)c1ccc(OCC(O)CN2CCN(CCN3C(=O)c4cccc5cccc(c45)C3=O)CC2)cc1 (configuration not stated)
23: CCOc1ccc(CCNC(=O)COC(=O)CNS(=O)(=O)c2ccc(C)cc2)cc1OCC
12: CCOc1ccc(C(=O)O/N=C(\N)c2ccc([N+](=O)[O-])cc2)cc1OCC
25: CCC(=O)N1CCN(c2cc(N3CCCC3)c(F)cc2[N+](=O)[O-])CC1
13: O=c1cc(N2CCCCC2)c(-c2ccccc2)nn1Cc1ccc(Cl)cc1Cl
5: Cc1ccc(NC(=O)CCNS(=O)(=O)c2cccc3nonc23)cc1Cl
11: CC(C)C(=O)Nc1ccc(C(=O)NNC(=O)c2ccco2)cc1
10: O=C(OCC(=O)N1CCCC1)c1c(Cl)cccc1Cl
4: COc1ccccc1CN1CCSCC1

assay / entry | 2 | 23 | 12 | 25 | 13 | 5 | 11 | 10 | 4
OXTR potentiator | -6.7 | -6.5 | -7.5 | -18.8 | -7.6 | -26.1 | -7.1 | -9.6 | 4.2
V1R ag counter | 1.2 | -0.2 | 0.6 | -0.3 | -1.1 | 0.9 | 0.4 | -0.7 | 0.8
OXTR agonist | 0.2 | -2.1 | -0.1 | -1.5 | -0.1 | 1.7 | -0.6 | 0.3 | 1.6
TAAR1 ag | 5.8 | -0.7 | 1.3 | -0.9 | 2.1 | 3.6 | 9.4 | 1.3 | 9.4
CHRM1 PAM | -1.2 | 7.2 | 5.1 | 4.3 | -5.0 | -5.6 | 2.1 | 7.0 | 2.5
TAAR1 antagonist | 4.8 | -24.0 | 3.9 | -5.9 | 9.0 | 5.0 | 5.4 | -3.6 | -5.8
CHRM1 agonist | -11.3 | -2.3 | -6.5 | -2.7 | -5.1 | -5.1 | -4.0 | -5.8 | -14.2
CHRM1 antagonist | 0.1 | -9.3 | -4.1 | -8.6 | -6.2 | 4.1 | -5.1 | -5.3 | -2.8
CHO parental Ca | -17.5 | -16.4 | -3.0 | -13.8 | -19.1 | -15.3 | 1.1 | 6.4 | -1.9
